Screening results (PubChem)
POLK inh: DNA polymerase kappa (human) inhibition; AID 588579; 400,000 compounds, 0.53% hits; Potency, µM (series often up to 107 µM), without a hit: at the top dose activity, negative = inhibition, usual class: inhibitors; purified Pol kappa, fluorescent DNA synthesis assay, 10 min; Q9UBT6; further: potency means the concentration at half of the fitted maximal effect; on the % scale 0 is the no-effect control and ±100 the full control effect
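Pol kappa 10 nM + cpd, 15 min RT; start w/ substrate 50 nM final; fluorescence kinetic read, 0 and 10 min. Neg ctrl: buffer, no enzyme.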
APE1 inh: blocks human APE1 abasic DNA cleavage. P27695. recombinant APE1, TAMRA/BHQ-2 abasic DNA cleavage fluorescence. Potency, µM (series often up to 65.8 µM), without a hit: at the top dose activity change, negative = inhibition, usual class: inhibitors. 350,000 compounds, 0.35% hits;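 further: potency means the concentration at half of the fitted maximal effect; plate controls were vehicle for no effect and reference inhibitor for full effect; nearly all actives have a fitted effect of over 55% in size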
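Activity was derived from the fluorescence gain between first and third kinetic reads (60 s intervals, ex 525/em 598 nm) after 50 nM THF-abasic TAMRA/BHQ-2 duplex was added to 0.75 nM APE1 preincubated 15 min with compound.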
Pol iota inh: inhibitors of human DNA polymerase iota. Q9UNA4. Pol iota fluorescent replication assay, 10 min. Potency, µM (highest dose often 115 µM), inactives show at the top dose activity, negative = inhibition, usual class: inhibitors. 390,000 compounds, 1% hits. AID 588590; further: potency means the concentration at half of the fitted maximal effect
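Pol iota at 10 nM preincubated 15 min with compounds at room temperature; reaction started with fluorescent substrate, 50 nM final. Fluorescence read kinetically at 0 and 10 min; buffer-only wells as negative control.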
Apoferritin bind: binds horse apoferritin like a general anesthetic | apoferritin/1-aminoanthracene competitive binding, fluorescence | Potency, µM (doses to about 77.5 µM), without a hit: at the top dose activity change, negative = displacement, most hits filed as inhibitors | 350,000 compounds, 0.074% hits | AID 485281; further: potency means the concentration at half of the fitted maximal effect; on the % scale 0 is the no-effect control and ±100 the full control effect; nearly all actives have a fitted effect of over 20% in size
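Horse-spleen apoferritin (10 uM) in 50% saturated 1-aminoanthracene in PBS was incubated 10 min at room temperature with compound. Fluorescence (ex 380, em 535 nm) was normalized to free and bound 1-AMA, with concentration-response fitted by a four-parameter Hill equation.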
POLB inh: DNA polymerase beta (human) inhibition; P06746; Pol beta primer extension/strand displacement, fluorescence kinetic; Potency, µM (highest dose often 114 µM), for inactives: at the highest dose activity change, negative = inhibition, usual class: inhibitors; 340,000 compounds, 1.3% hits; AID 485314; further: potency means the concentration at half of the fitted maximal effect; on the % scale 0 is the no-effect control and ±100 the full control effect
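Preincubation: enzyme (10 nM) with compound, 15 min, RT. Reaction: substrate added to 50 nM final. Reads: 0 and 10 min. Analysis: normalized, Hill fit.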
TRHR agonist: TRH receptor (human) agonism; P34981; activation, % at 2 µM; AID 493084; 360,000 compounds, 0.18% hits; TRHR cells, calcium flux fluo-8, FDSS agonist mode; in the data active means activation above about 30%; further: 0% is about no effect
Target sequence (P34981 whole entry, looked up): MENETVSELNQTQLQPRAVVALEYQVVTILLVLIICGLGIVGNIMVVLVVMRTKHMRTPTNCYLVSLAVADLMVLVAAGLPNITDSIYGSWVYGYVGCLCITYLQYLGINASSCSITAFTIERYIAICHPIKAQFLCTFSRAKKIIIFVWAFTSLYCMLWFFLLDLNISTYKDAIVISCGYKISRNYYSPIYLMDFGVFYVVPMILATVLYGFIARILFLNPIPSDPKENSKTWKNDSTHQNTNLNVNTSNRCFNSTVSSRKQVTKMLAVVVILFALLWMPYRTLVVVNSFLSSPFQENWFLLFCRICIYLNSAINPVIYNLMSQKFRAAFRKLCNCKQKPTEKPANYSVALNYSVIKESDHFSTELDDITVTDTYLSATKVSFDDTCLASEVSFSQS
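Fluo-8-loaded TRHR cells; 10 s baseline, compound added, kinetic Ca2+ fluorescence read 1/s, agonist mode.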
ERG-DNA inh: ERG Ets/DNA interaction inhibition | P11308 | fluorescence polarization, His-ERG Ets domain / labelled DNA | Potency, µM (highest dose often 76.9 µM), inactives show at the highest dose FP activity, negative = inhibition, usual class: inhibitors | 370,000 compounds, 0.028% hits | AID 624246; active means well fitted inhibition curve with a large enough effect in the polarisation, with a control signal flat; inconclusive means small, poorly fitted or top-dose-only effect, or effect the other way, or a change in a side signal; inactive means no such curve, though single readings can be large or run the other way; the % refers to the polarisation;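 further: polarization taken with two DNA probes labelled with fluorescein and Texas red; potency means the concentration at half of the fitted maximal effect; % of control where 0% means no effect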
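His-tagged ERG Ets domain (1 uM in the protein solution; 300mM KCl, 50mM Tris-HCl, 1mM EDTA, 1mM DTT, pH 7.5) received compound, then a probe mix of 5 nM fluorescein-DNA and 100nM Texas-615-DNA. Fluorescence polarization was read for both dyes.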
ALOX12 inh: blocks human arachidonate 12S-lipoxygenase | Potency, µM (top dose mostly 108 µM), inactives show top-dose activity change, negative = inhibition, actives largely listed as inhibitors | AID 1671190 | purified 12hLO, xylenol orange hydroperoxide absorbance | 580,000 compounds, 1.1% hits; further: potency means the concentration at half of the fitted maximal effect; on the % scale 0 is the no-effect control and ±100 the full control effect
Target sequence (P18054 whole entry, looked up): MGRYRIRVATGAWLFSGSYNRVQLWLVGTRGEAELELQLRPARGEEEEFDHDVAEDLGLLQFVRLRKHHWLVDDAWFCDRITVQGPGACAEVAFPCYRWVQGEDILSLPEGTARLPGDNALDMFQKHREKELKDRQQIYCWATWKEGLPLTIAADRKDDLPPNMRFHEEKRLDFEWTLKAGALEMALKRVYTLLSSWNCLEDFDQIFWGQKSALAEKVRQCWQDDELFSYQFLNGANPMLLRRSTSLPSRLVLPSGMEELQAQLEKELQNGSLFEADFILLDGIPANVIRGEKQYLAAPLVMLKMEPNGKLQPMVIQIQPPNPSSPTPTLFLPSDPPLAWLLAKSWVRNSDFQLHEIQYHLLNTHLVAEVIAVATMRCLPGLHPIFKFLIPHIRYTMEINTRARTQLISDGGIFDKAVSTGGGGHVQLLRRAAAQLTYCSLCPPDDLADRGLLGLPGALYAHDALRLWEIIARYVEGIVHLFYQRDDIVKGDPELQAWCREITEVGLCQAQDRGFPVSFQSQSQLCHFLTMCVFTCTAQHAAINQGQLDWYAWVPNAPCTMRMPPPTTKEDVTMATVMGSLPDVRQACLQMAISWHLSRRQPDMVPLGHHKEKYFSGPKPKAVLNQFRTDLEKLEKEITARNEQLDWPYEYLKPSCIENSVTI
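Hydroperoxide product was detected by ferrous iron/xylenol orange as the 573 to 405 nm absorbance ratio. Arachidonic acid at 40 uM (final) was turned over for 30 min at room temperature by 150 nM human 12hLO, pH 7.0 Hepes buffer, after 15 min compound preincubation.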
BLM inh: blocks DNA unwinding by human BLM helicase. recombinant BLM DNA unwinding, fluorescence dequenching. 350,000 compounds, 0.2% hits. AID 2528. Potency, µM (doses to about 56.1 µM), for inactives: at the highest dose activity change, negative = inhibition, usual class: inhibitors. P54132;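 further: potency means the concentration at half of the fitted maximal effect; plate controls were vehicle for no effect and no enzyme for full effect; nearly all actives have a fitted effect of over 35% in size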
Numbers without * were called inactive; ? = inconclusive; . = no result given; & = joins results of further samples; [ ] = another dose, or the depositor's remark. Unless noted, the call rests on the fitted dose curve; in most records, active means well fitted curve in the direction sought with a large enough effect; inconclusive means small, poorly fitted or top-dose-only effect, or another doubt; inactive means no such curve, though single readings can be large; an effect the other way counts as inactive or inconclusive. A portion of the library. The share of hits here may be higher or lower than overall.

Preview, nine compounds:
SMILES | POLK inh | APE1 inh | Pol iota inh | Apoferritin bind | POLB inh | TRHR agonist | ERG-DNA inh | ALOX12 inh | BLM inh
Cc1[nH]c2ccccc2c1C(=O)CN1CC(C)CC(C)C1 (centres undefined) | -13% | -2% | 24% | 4% | 18% | 0.4 | 18% | ? | 3%
Cc1ccc(Nc2nnc(C3C(=O)N(C)C4(C)CC3c3cc(Br)ccc3O4)s2)cc1 (centres undefined) | -5% | -10% | -13% | -11% | -17% | 0.0 | . | -9% | -3%
CCCN(CCC)C(=O)Cn1c(=O)n(-c2ccccc2)c(=O)c2c3c(sc21)CCCC3 | 7% | . | 21% | ? | -7% | -1.3 | -4% | -11% | -4%
CN(c1ccc(C(=O)N2CCc3ccccc3C2)cc1)S(C)(=O)=O | -1% | 4% | 29% | -4% | 2% | 1.4 | -9% | -6% | -12%
COc1ccc(NC(=O)c2nc[nH]c2C(=O)N2CCC(C)CC2)cc1 | -1% | 4% | 15% | -1% | 21% | 0.4 | 11% | -7% | -3%
Cc1ccc(S(=O)(=O)Nc2nc3ccccc3nc2NCc2ccc3c(c2)OCO3)cc1C | 7% | 0% | 8% | -3% | 8% | 0.4 | 0% | -43%&-14% | -4%
CCN(CC(=O)Nc1c(F)cccc1F)C(=O)CCNC(=O)c1ccc([N+](=O)[O-])cc1 | -11% | -6% | -10% | . | . | -0.2 | 14% | 22% | .
O=C(c1ccc(F)cc1)C1CCN(C(=S)Nc2ccc(F)cc2)CC1 | 0% | -9% | -9% | -11% | 3% | 0.9 | -3% | ? | -6%
CCCOc1ccc(CSC(=N)N)cc1C(=O)OC | -14% | 0% | 3%[58.9 µM] | -10% | 3% | 0.8 | 2% | 12% | 1%

This part in full, previewed entries included:
SMILES | POLK inh | APE1 inh | Pol iota inh | Apoferritin bind | POLB inh | TRHR agonist | ERG-DNA inh | ALOX12 inh | BLM inh
Cc1[nH]c2ccccc2c1C(=O)CN1CC(C)CC(C)C1 (centres undefined) | -13% | -2% | 24% | 4% | 18% | 0.4 | 18% | ? | 3%
Cc1ccc(Nc2nnc(C3C(=O)N(C)C4(C)CC3c3cc(Br)ccc3O4)s2)cc1 (centres undefined) | -5% | -10% | -13% | -11% | -17% | 0.0 | . | -9% | -3%
CCCN(CCC)C(=O)Cn1c(=O)n(-c2ccccc2)c(=O)c2c3c(sc21)CCCC3 | 7% | . | 21% | ? | -7% | -1.3 | -4% | -11% | -4%
CN(c1ccc(C(=O)N2CCc3ccccc3C2)cc1)S(C)(=O)=O | -1% | 4% | 29% | -4% | 2% | 1.4 | -9% | -6% | -12%
COc1ccc(NC(=O)c2nc[nH]c2C(=O)N2CCC(C)CC2)cc1 | -1% | 4% | 15% | -1% | 21% | 0.4 | 11% | -7% | -3%
Cc1ccc(S(=O)(=O)Nc2nc3ccccc3nc2NCc2ccc3c(c2)OCO3)cc1C | 7% | 0% | 8% | -3% | 8% | 0.4 | 0% | -43%&-14% | -4%
CCN(CC(=O)Nc1c(F)cccc1F)C(=O)CCNC(=O)c1ccc([N+](=O)[O-])cc1 | -11% | -6% | -10% | . | . | -0.2 | 14% | 22% | .
O=C(c1ccc(F)cc1)C1CCN(C(=S)Nc2ccc(F)cc2)CC1 | 0% | -9% | -9% | -11% | 3% | 0.9 | -3% | ? | -6%
CCCOc1ccc(CSC(=N)N)cc1C(=O)OC | -14% | 0% | 3%[58.9 µM] | -10% | 3% | 0.8 | 2% | 12% | 1%
COc1ccc(NC(=O)c2ccc3c(=O)n(CC4CCCO4)c(=S)[nH]c3c2)c(OC)c1 (centres undefined) | -22% | -5% | 33%[activator] | -4% | 16% | 0.7 | -5% | -13% | -8%
Cn1nnc(NC(=O)c2cccc(F)c2)n1 | 2% | -1% | 6% | -10% | 2% | -0.1 | 12% | 0% | -1%
Cc1ccc(/C=N/NC(=O)Cn2nnc(N)n2)o1 | -3% | 0% | 174%[activator] | -3% | 4% | 0.3 | 4% | 0% | -3%
COc1ccc(NC(C)=O)cc1NC(=O)c1ccc(C#N)cc1 | 6% | 2% | -4% | -5% | 2% | -0.4 | 9% | -8% | -1%
COc1ccccc1CCNC(=O)C(=O)NCC1OCCN1S(=O)(=O)c1cccs1 (centres undefined) | 0% | -25% | 30%[activator] | 71%[activator] | -10% | 2.7 | 2% | 0% | -14%
COc1ccc(OC)c(-n2c(-c3cccc(O)c3)n[nH]c2=S)c1 | -3%[60.1 µM] | 10% | -11% | -8% | -10% | -0.2 | . | 3.5µM* | 3%
CCOP(=O)(OCC)c1nc(-c2cccc3ccccc23)oc1NCc1ccccc1 | 7% | -1% | -5%[58.9 µM] | 1% | -1% | 0.3 | -1% | -29% | -10%
CCc1c(C)nc2cc(C)[nH]n2c1=O | -5% | -7% | -5% | -5% | -1% | -0.3 | 5% | 4% | 0%
Cc1ccc(S(=O)(=O)c2nc(S(C)(=O)=O)sc2N2CCCCCC2)cc1 | -8% | -9% | -3% | -9% | 2% | -0.1 | -8% | ? | -3%
COc1ccc(OC)c(NC(=O)CN(C)CC(=O)Nc2ccccc2Br)c1 | -8% | -3% | 170%[activator] | -7% | 2% | -1.3 | 6% | -6% | 0%
COc1cccc(NC(=O)c2cccc(Cl)c2)c1 | 0% | 25% | 4% | . | . | 0.0 | -4% | ? | .
O=C(O)C/C=C(/NC(=O)OCc1ccccc1)C(=O)OCc1ccccc1 | -4% | -5% | -5% | 0% | -2% | -1.0 | -8% | -19% | 1%
COCC(=O)Nc1nc(-c2ccc(C)cc2)c(C)s1 | -10% | -3% | 7% | 4% | 2% | -0.8 | -4% | 0% | -9%
COc1ccc(NC(=O)Cn2cnc3c(nnn3-c3ccc(C)cc3)c2=O)cc1 | . | 11% | . | -4% | 17% | 0.2 | . | . | 1%
CCCCCCCCCC(=O)N[C@@H]1c2cc(OC)c(OC)cc2C[C@H]1OCc1ccccc1 | 0% | 9% | -19% | . | . | . | 2% | 0% | .
N#Cc1cccc(-c2nc(NCc3cccs3)c3ccccc3n2)c1 | -14%[60.1 µM] | -6% | . | . | . | . | . | ? | -2%
O=C(CN1C(=O)c2ccccc2C1=O)Nc1ccc(S(=O)(=O)N2CCOCC2)cc1 | 1% | 2% | 36%[activator] | -14% | 1% | 1.2 | -2% | -15% | -2%
CC(C)(C)c1ccc(C(=O)NCCC(=O)NCc2cccs2)cc1 | -14% | -5% | 33%[activator] | 0% | 14% | -0.3 | 1% | 2% | 1%
CS(=O)(=O)N1CCC2(CCCN(c3ncccn3)C2)CC1 | 7%[60.1 µM] | 0% | . | . | . | . | . | -5%[57.4 µM] | -1%
Cc1cc(C(=O)N2CCc3c([nH]c4ccccc34)C2c2c(F)cccc2Cl)no1 (centres undefined) | -3% | -8% | -12% | -6% | 26% | 0.1 | -11% | 3% | -15%
COc1ccccc1-c1noc(CCC(=O)NC2CCCC2)n1 | 8% | -4% | 5% | -6% | 9% | 0.4 | -14% | 5% | 3%
O=C(Cc1c(F)cccc1Cl)NCC(=O)OCc1ccccc1 | 1% | 5% | 30%[activator] | . | . | -0.2 | 0% | -22% | .
CCC(C(=O)Nc1ccc2c(c1)OCCO2)c1ccccc1 (centres undefined) | -5% | -4% | 41%[activator] | ? | 6% | 0.6 | 8% | -3% | -5%
CC(=O)c1c2c3c(cccc3n(C)c1=O)C(=O)c1ccccc1-2 | -22% | -28% | ? | -5% | ? | 4.6 | -11% | . | -10%
O=C(COC(=O)CNC(=O)c1ccccc1)NCCNC(=O)COC(=O)CNC(=O)c1ccccc1 | 4% | -2% | 3% | . | . | -0.1 | . | 65%[activator] | .
COc1ccc(CCC2(C)NC(=O)N(C(C)C(=O)N3c4ccccc4CC3C)C2=O)cc1 (centres undefined) | -1% | 9% | 30%[activator] | . | . | 0.1 | 13% | -5% | .
COc1ccc(Cc2nc3ccc(C(=O)NCc4cc(Br)ccc4OC)cc3o2)cc1 | -13%[60.1 µM] | . | 2% | 4% | -2% | 0.6 | 1% | -1% | -5%
Cc1cccc(NC(=O)CSc2cc(C(=O)c3nccn3C)c3ccccc3n2)c1 | -15% | 32%[activator] | 4% | -7% | 57% | -0.6 | -3% | -10% | -5%
CC(=O)NCCn1c(SCC(=O)OCc2ccccc2)nc2ccccc2c1=O | -14% | -6% | -2% | -16% | 12% | 0.0 | -1% | -18% | 3%
CCn1cc2nc(SCc3cc(C)ccc3C)n(Cc3ccc(Cl)cc3)c(=O)c2n1 | -21% | . | 15% | -8% | -21% | 0.5 | -2% | ? | -5%
Cc1ccc(-c2nnc(Nc3cccc(O)c3)c3ccccc23)cc1S(=O)(=O)N1CCOCC1 | -7% | . | -24% | 48%[activator] | ? | 0.1 | 4% | -13% | -7%
COc1ccc(C)cc1NC(=O)COCc1cc(-c2ccc(F)cc2)on1 | -4% | . | 4% | 2% | -2% | 0.0 | -1% | -2% | -10%
CC(C)CCNC(=O)CSCc1cnn(-c2ccccc2)c1-n1cccc1 | 6% | . | 4% | 3% | -3% | -0.3 | -2% | 0% | -5%
COc1ccc(-c2cc(NCc3ccccn3)n3ncnc3n2)cc1 | -19% | 1% | -25% | 3% | 2% | -0.1 | -11% | ? | -1%
CC(C)Cc1nc2oc3c(N4CCN(C)CC4)ncnc3c2c2c1CCCC2 | . | -10% | . | -11% | -30% | 0.8 | . | . | -1%
O=S(=O)(Nc1ccncc1Cl)c1ccccc1 | 10% | 19% | 2% | -1% | 9% | 0.7 | 4% | 0% | 1%
